eLon inh: inhibits E. coli Lon protease. AID 602123. inhibition, % at 7.94 µM. 0.42% of 360,000 active. P0A9M0. purified E. coli Lon protease, fluorescence polarization; in the data active = inhibition above about 13%, passing the limit was not always enough;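 note: 0% = enzyme with probe and DMSO and 100% = no enzyme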
MsrA inh: bovine MsrA inhibition | purified bovine MsrA, absorbance read-out | 0.75% of 360,000 active | inhibition, % at 15.5 µM; in the data active = inhibition above about 4.5%;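 note: 0% = vehicle wells with enzyme and 100% = reference inhibitor wells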
FAS-TE inh: inhibitors of human fatty acid synthase thioesterase domain. P49327. recombinant FAS-TE, OMFH fluorogenic substrate, fluorescence endpoint. inhibition, % at 15 µM. 0.67% of 360,000 active. AID 602261;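 active = compounds whose normalised, plate-corrected inhibition of enzyme fluorescence in the single-dose primary screen is 50% or more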;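 note: 0% = DMSO with enzyme and 100% = substrate without enzyme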
MsrA act: activators of bovine methionine sulfoxide reductase A; purified bovine MsrA, absorbance read-out; activation, % at 10.6 µM; 0.3% of 360,000 active; in the data active = activation above about 7.5%;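 note: 0% = vehicle and 100% = reference activator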
MT1-MMP act inh: MT1-MMP (human) activation inhibition | HT1080 RFP-PRO-GFP cells, GFP/RFP ratio fluorescence, overnight; percent of plate control window, DMSO zero | 0.061% of 360,000 active | P50281 | AID 651647 | GFP/RFP ratio change, % at 20 µM;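 active = GFP/RFP ratio change of at least 30% with cell ATP level not reduced by more than half and red fluorescence within 50% of control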; note: strong numbers were not always called active
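Assay system: HT1080 cells carrying an RFP-PRO-GFP reporter | Dosing: Single dose of 20 µM compound, 1% DMSO final | Incubation: Cells overnight before dosing, compound overnight, 37 °C, 5% CO2 | Evaluation: GFP/RFP fluorescence ratio | Control set: DMSO and RFP-L50D-GFP cell wells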
SKN-1 block: blocks SKN-1 activity in C. elegans; inhibition, % at 21.8 µM; C. elegans VP596 Pgst-4::GFP/RFP ratio, acrylamide-induced, 24 h; AID 624304; 0.49% of 360,000 active;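 active = interference check ratio from 0.5 to 1.5 plus GFP to RFP signal ratio inhibition reaching or exceeding a fixed threshold, cut at about 30% in these data, passing the limit was not always enough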; note: some compounds called inactive have numbers as strong as hits
Rin1-Abl PPI inh: inhibitors of human Rin1-Abl protein interaction; AID 588664; 0.4% of 360,000 active; inhibition, % at 7.35 µM; P00519+Q13671; TR-FRET Rin1/Abl binding, biochemical; in the data active = inhibition above about 5%, passing the limit was not always enough
CendR NRP1 mod: alters CendR peptide binding to human NRP-1. FAM-RPARPAR peptide binding to NRP-1, fluorescence polarization. O14786. AID 602438. inhibition, % at 25 µM. 0.85% of 360,000 active;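 active = inhibition or corrected inhibition above about 18%, plus a signal ratio from 0.5 to 1.5, limit read from the data, passing the limit was not always enough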; note: strong numbers were not always called active
Neddylation inh: cullin neddylation inhibition | TR-FRET cullin neddylation, biochemical | 0.58% of 360,000 active | calls only at 25 µM | P61081+Q13564 | AID 651699; in the data active = inhibition above about 36%
Numbers without * were called inactive; i = inactive; x = not tested or not shown.

SMILES | eLon inh | MsrA inh | FAS-TE inh | MsrA act | MT1-MMP act inh | SKN-1 block | Rin1-Abl PPI inh | CendR NRP1 mod | Neddylation inh
Cc1ccc(C2(c3noc(CN4CCC(C(=O)N5CCOCC5)CC4)n3)CCCC2)cc1 | 0 | 4.7* | -4 | -1 | -1 | 0 | -2 | -8 | i
CN(C)c1cccc2c1c(NC(=O)Nc1ccccc1)nn2C | -1 | 0.7 | 3 | 1 | 0 | 10 | 0 | -8 | i
CN(C)S(=O)(=O)c1ccc(Cl)c(NC(=O)CN2C(=O)NC3(CCc4ccccc43)C2=O)c1 (centres undefined) | -1 | 0.0 | -4 | 1 | 2 | -6 | 3 | 5 | i
Cc1nc2sc(C(c3cccs3)N3CCOCC3)c(O)n2n1 (centres undefined) | -14 | 3.1 | -5 | -1 | 3 | -1 | -2 | -4 | i
O=C(Nc1nnc(SCc2ccc(F)cc2)s1)c1ccc2c(c1)C(=O)N(c1ccccc1Cl)C2=O | -1 | 0.4 | 48 | -2 | 4 | 9 | -4 | -6 | i
COc1ccc(S(=O)(=O)N2CCCC2)c2ccccc12 | 4 | 1.2 | 5 | -2 | 1 | -24 | -2 | 13 | i
CCOC(=O)CC(NC(=O)Cn1nnc(-c2ccccc2Cl)n1)c1ccc(OC)cc1 (centres undefined) | 0 | 1.6 | 8 | -5 | -1 | 8 | 3 | -13 | i
Cc1cccc(NC(=S)NCCc2ccccc2)c1C | 4 | 0.5 | 2 | 0 | 0 | -14 | 4 | 15 | i
COc1ccc(-c2nc(=S)c3c([nH]2)Oc2ccc(C)cc2C3)cc1O | -2 | 0.1 | -5 | -6 | -4 | -4 | 2 | 4 | i
Cc1nn2c(N3CCN(CCO)CC3)c3c(nc2c1-c1ccccc1)CCCC3 | 1 | -0.4 | 1 | -7 | -5 | 2 | -1 | 9 | i
O=C(CN1CCN(Cc2ccccc2)CC1)N/N=C/c1ccco1 | 3 | 0.3 | -3 | 1 | 2 | 5 | 0 | 2 | i
CC(=O)c1ccc(NC(=O)CN(C)CC(=O)Nc2cccc(F)c2)cc1 | -8 | -0.8 | 1 | -2 | 1 | -3 | 2 | -5 | i
COc1ccccc1CNC(=O)c1cc2c(s1)CS(=O)(=O)C2 | -11 | -0.7 | -1 | 0 | 1 | -11 | 2 | -2 | i
Cc1cc(NC(=O)NC(C(F)(F)F)C(F)(F)F)no1 | -3 | 0.7 | -4 | -3 | 2 | -10 | 1 | 0 | i
COc1cc(NC(=S)N2CCN(C(=O)C3CCCO3)CC2)c(OC)cc1Cl (centres undefined) | 3 | 0.5 | -11 | -3 | 2 | 6 | 1 | 8 | i
CC(C)CC(OC(=O)c1ccco1)C(=O)NCC1CCCO1 (centres undefined) | 8 | -0.2 | -8 | -2 | 3 | 15 | -2 | -3 | i
CCS(=O)(=O)N1CCCC(C(=O)NC2CCC(C)CC2)C1 (centres undefined) | 1 | 1.7 | -7 | -4 | 3 | -29 | 3 | -4 | i
COC(=O)C1CCN(C2CN(Cc3ccc(C)cc3)S(=O)(=O)C2)CC1 (centres undefined) | -7 | 0.5 | -5 | -8 | 3 | 3 | 4 | 5 | i
COc1ccc(CC(=O)Nc2cc(C)on2)cc1 | 4 | 2.2 | -8 | 0 | 3 | -1 | -2 | 2 | i
O=C(COC(=O)c1ccccc1NCCO)Nc1cccc(S(=O)(=O)NC2=NCCCCC2)c1 | 1 | 3.0 | -5 | -7 | 2 | 0 | 1 | -2 | x
O=C(c1cccs1)c1coc2ccc(O)c(CN(CCO)CCO)c12 | 4 | 1.3 | -9 | -6 | 1 | -11 | -5 | 0 | i
O=[N+]([O-])c1cccc(S(=O)(=O)N2CCN(c3ccccn3)CC2)c1 | -5 | 0.1 | 3 | -13 | 7 | 7 | 2 | 16 | i
CCCc1cc(=O)oc2c(CN3CCCC3)c(O)c(Cl)cc12 | 22* | 0.9 | 1 | -3 | -12 | 20 | -2 | 0 | x
O=C(NCc1cccnc1)c1cc(C2CCCCN2S(=O)(=O)c2cccc3cccnc23)on1 (centres undefined) | -6 | -1.1 | -7 | -1 | -2 | -11 | -4 | 8 | i
COc1ccccc1NC(=O)[C@@H]1CCCN1S(=O)(=O)c1ccc(Cl)cc1 | -6 | 0.2 | 14 | -2 | -3 | -12 | 3 | -6 | i
COc1ccc(N(CC(=O)NCc2ccccc2)S(=O)(=O)c2c(C)n[nH]c2C)cc1 | 7 | -1.3 | -3 | -4 | -4 | 9 | 1 | 9 | i
COC(C[C@H](O)[C@H](C)[C@@H](O)COCc1ccccc1)OC | -8 | 0.7 | -12 | -5 | -2 | 14 | 0 | 18 | i
CCC(CO)Oc1cc(NCc2ccc(C(F)(F)F)cc2)c2ncn(C(C)C)c2c1 (centres undefined) | 6 | 0.1 | 6 | 1 | -2 | 14 | -1 | 1 | i
Cc1nc2c(Cl)cc(Cl)cc2[nH]1 | 2 | -0.2 | -4 | -1 | -3 | 2 | 0 | 0 | i
Cc1ccc(S(=O)(=O)N2C[C@@H]3c4ccccc4N(S(=O)(=O)c4ccc(C)cc4)[C@@H]3[C@@H](C)C2CC(=O)c2ccccc2)cc1 (some centres undefined) | -3 | 2.2 | 29 | -6 | 0 | -3 | -3 | -4 | i
COc1ccc(N(C)C(=O)CCS(=O)(=O)c2cccc3nonc23)c(OC)c1 | 5 | 1.4 | -3 | 2 | -2 | 1 | 2 | 8 | i
Nc1nc(CSc2n[nH]c(-c3ccccc3)n2)nc(Nc2ccccc2)n1 | -10 | 3.1 | -10 | -14 | 1 | -7 | 0 | 2 | i
CCc1ccc2nc3sc(C(=O)Nc4nnc(CC)s4)c(N)c3cc2c1 | -29 | 0.9 | -24 | -2 | -341 | 11 | -1 | -137 | i
CCOC(=O)c1ccccc1NC(=O)Cn1cnc2c(nnn2-c2ccc(C)cc2)c1=O | -4 | 0.7 | 14 | -1 | -2 | 4 | -1 | 6 | i
Cc1ccc(S(=O)(=O)/N=C(/Nc2ccccc2C)c2ccccc2)cc1 | 2 | -0.6 | 2 | -1 | 0 | 8 | 1 | -5 | i
Cc1cc(C)c2c3c(sc2n1)C(=O)N(C)CC(=O)N3 | 2 | -0.9 | -6 | -1 | -4 | 0 | 0 | 4 | i
O=S(=O)(Nc1ccc(-c2ccc3nncn3n2)cc1)c1cc(F)ccc1F | 6 | 2.6 | -1 | -7 | 4 | 10 | -2 | -11 | i
Cc1cc(C)cc(-n2c(C)cc(/C=N\NC(=O)COc3cccc4cccnc34)c2C)c1 | -6 | 2.5 | 10 | -3 | -4 | 11 | 2 | -4 | i
Cc1ccc(CC(NC(=O)c2ccccc2)C(=O)NCC(=O)O)cc1 (centres undefined) | 5 | -1.3 | -8 | -2 | 2 | -8 | 1 | 0 | i
CC(=O)Nc1ccc(S(=O)(=O)N2CCSC2c2ccco2)cc1 (centres undefined) | 12 | -0.7 | -2 | -2 | -4 | -3 | 3 | 5 | i
CC(C)NC(=O)c1onc(CSc2ccc(Cl)cc2)c1C(=O)NC(C)C | 0 | 0.2 | 11 | 0 | 1 | 1 | 3 | -2 | i
O=C(CN1CCN(S(=O)(=O)c2ccc(F)cc2)CC1)Nc1cc(C(F)(F)F)ccc1Cl | -3 | 0.5 | 19 | 0 | -2 | -13 | -1 | 4 | i
CCC1CCCCN1Cc1nc(Cc2ccccc2Cl)no1 (centres undefined) | -3 | 2.4 | 5 | -5 | -1 | -5 | -1 | 6 | i
CCCn1c(SCC(=O)Nc2cccc(F)c2)nc(O)cc1=O | -6 | -0.3 | -6 | -2 | -4 | 7 | 1 | -14 | i
Cc1nnc2ccc(-c3ccc(NS(=O)(=O)c4ccccc4F)cc3)nn12 | -2 | 1.9 | -4 | -3 | 6 | -2 | -1 | -1 | i

Single records, from the list above. Order of screens: eLon inh | MsrA inh | FAS-TE inh | MsrA act | MT1-MMP act inh | SKN-1 block | Rin1-Abl PPI inh | CendR NRP1 mod | Neddylation inh
CCOC(=O)c1ccccc1NC(=O)Cn1cnc2c(nnn2-c2ccc(C)cc2)c1=O as listed: -4 | 0.7 | 14 | -1 | -2 | 4 | -1 | 6 | i
Cc1cc(C)c2c3c(sc2n1)C(=O)N(C)CC(=O)N3 as listed: 2 | -0.9 | -6 | -1 | -4 | 0 | 0 | 4 | i
CN(C)S(=O)(=O)c1ccc(Cl)c(NC(=O)CN2C(=O)NC3(CCc4ccccc43)C2=O)c1 (centres undefined) as listed: -1 | 0.0 | -4 | 1 | 2 | -6 | 3 | 5 | i
CC(=O)Nc1ccc(S(=O)(=O)N2CCSC2c2ccco2)cc1 (centres undefined) as listed: 12 | -0.7 | -2 | -2 | -4 | -3 | 3 | 5 | i

Following part.
SMILES | eLon inh | MsrA inh | FAS-TE inh | MsrA act | MT1-MMP act inh | SKN-1 block | Rin1-Abl PPI inh | CendR NRP1 mod | Neddylation inh
Cc1noc(C)c1C(=O)Nc1cc(S(=O)(=O)N2CCCCC2)ccc1N(C)C | -8 | 0.1 | -1 | 1 | 1 | 2 | -3 | 10 | i
COc1ccc(N(CC(=O)Nc2cc([N+](=O)[O-])ccc2C)S(C)(=O)=O)cc1OC | 5 | 1.2 | 2 | -2 | 4 | 5 | -1 | 9 | i
COc1cc(/C=N/NC(=O)CNC(=O)c2cccs2)ccc1O | 9 | 3.0 | -4 | -2 | 3 | 8 | -1 | 7 | i
Cc1nc(SCC(=O)NC(=O)NC2CCCCC2)nc(C)c1C | 7 | -1.5 | 0 | -2 | 0 | -8 | 2 | 8 | i
Cc1cccc(C)c1NC(=O)NN(C(=O)c1ccccc1)C(C)(C)C | 10 | -0.7 | -5 | -5 | -3 | -2 | 2 | 7 | i
CC1CCN(c2nc3c(c(=O)[nH]c(=O)n3C)n2CCCc2ccccc2)CC1 | 4 | 1.2 | 14 | -1 | 1 | -19 | -3 | 9 | i
O=C(CSc1ccc(-c2ccccc2)nn1)NCc1ccco1 | -5 | 0.9 | -6 | -1 | 1 | -2 | 0 | 2 | i
FC(F)(F)c1cccc(N2CCN(Cc3ccoc3)CC2)c1 | 3 | x | 1 | 0 | 3 | 0 | -1 | 16 | i
Cc1ccc(NC(=O)CN2CCC(C(N)=O)CC2)cc1[N+](=O)[O-] | 0 | 3.1 | -3 | -2 | 0 | -4 | -1 | 18 | i
Cn1cc(CN2CCC(C(O)CCc3ccccc3)CC2)c(-c2ccccc2F)n1 (centres undefined) | 2 | 1.0 | -11 | -2 | -1 | 6 | 0 | -8 | i
O=C(CSc1nnc(NC2CCCCC2)s1)NC1CCS(=O)(=O)C1 (centres undefined) | 3 | -0.7 | -9 | -12 | -2 | -20 | 2 | 2 | i
O=C(OCc1nc2ccccc2[nH]1)C12CC3CC(CC(C3)C1)C2 | -3 | -0.4 | 10 | -4 | 6 | 3 | 5 | -10 | i
CCOc1ccc(C(=O)NC(=S)Nc2ccc(NC(=O)CC)cc2)cc1[N+](=O)[O-] | -2 | 0.6 | -6 | -1 | 3 | -2 | -1 | -1 | i
CCCC(=O)c1ccc(OCc2cn(CC(=O)c3ccc(O)cc3)nn2)cc1 | -2 | 0.8 | -9 | -2 | 1 | -19 | -3 | -6 | i
CCn1c(SCC(=O)NC)nnc1C(C)C | -1 | -0.1 | -3 | -3 | 7 | 0 | -2 | 4 | i
Cc1nn(CC(=O)c2ccc(Cl)s2)c(C)c1[N+](=O)[O-] | -20 | -0.1 | 16 | -3 | -4 | -3 | -2 | -41 | i
O=C1OC(Cc2ccccc2)(c2ccccc2)c2ccccc21 (centres undefined) | -9 | 0.8 | 18 | 0 | 8 | -71 | 4 | 8 | i
O=C(CSCc1ccccc1)N/N=C/c1ccc(OCC(=O)N2CCCCC2)cc1 | 7 | -0.3 | -15 | -4 | -5 | -1 | -3 | -6 | i
Cc1ccc(OCCCC(=O)NNC(=O)c2ccncc2)cc1 | -3 | -1.5 | -4 | -2 | x | 9 | -2 | -3 | i
O=C(NCc1cccs1)C12CC3CC(CC(C3)C1)C2 | 2 | 0.9 | 1 | -2 | -1 | 18 | 2 | 7 | i

Random draw from the library, and some 4.2% of all compounds hit somewhere here.
